# From PubChem
# Epigenetic derep: regulators of epigenetic silencing causing reporter derepression in mouse cells. murine LDR cells, GFP reporter derepression, 30 h. Potency, µM (doses to about 53.9 µM), without a hit: top-dose GFP activation, actives largely listed as activators. hit rate 0.2% among 280,000. AID 1865; active means well fitted activation curve with a large enough effect; inconclusive means small, poorly fitted or top-dose-only effect; further: % of control where 0% means no effect; nearly all actives have a fitted effect of over 60% in size
#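 Reporter derepression read as number of fluorescent GFP-positive objects, 20-120 um in size, counted by laser-scanning cytometer. Mouse LDR line with an epigenetically silenced CMV-GFP locus; compound incubation 30 h, 37 C.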
# Starred values were filed as active, the others as inactive; ? = inconclusive. Potency means the concentration at half of the fitted maximal effect. The list is partial (hit frequency here may not be typical).
Epigenetic derep | molecule
-3.5% | COc1ccc(-c2cc3c(=O)n(CC(=O)Nc4ccccc4C(F)(F)F)ccn3n2)cc1OC
? | COC(=O)c1ccc2c(c1)N(CC(=O)Nc1ccc(C)cc1Cl)C(=O)c1ccccc1S2
-1.1% | O=C(CN1C(=O)COc2ccc(S(=O)(=O)N3CCCCC3)cc21)NCc1ccc(F)cc1
0.0% | CCCCc1nn2c(=O)cc(COC(=O)c3ccccc3C)nc2s1
0.0% | COc1ccc(NC(=O)Cc2noc3ccc(C)cc23)cc1Cl
3.8% | CCOC(=O)C1CCCN(C(=O)c2c(C)nn(-c3ccc(F)cc3)c2-n2cccc2)C1 (stereo not drawn)
-2.4% | CCOc1ccc(S(=O)(=O)Nc2ccc3c(c2)CCCN3S(=O)(=O)c2ccc(C)cc2)cc1
3.5% | COc1ccc(NC(=O)CCCc2nnc3n(CCC(C)C)c(=O)c4sccc4n23)c(OC)c1
-0.1% | COc1ccc(NC(=O)CSc2nncn3c2cc2occc23)c(OC)c1
-1.1% | CCc1ccccc1Nc1nn2c(=O)c3ccc(C(=O)NCCCOC(C)C)cc3nc2s1
-1.8% | CC(=O)Nc1ccc(Nc2ccc3cc(S(=O)(=O)N4CCCCC4)ccc3n2)cc1
2.6% | COc1cccc(NC(=O)c2cc3c(-c4ccc(Cl)cc4)nn(C)c3s2)c1
0.0% | COc1ccc(-c2c(C)c3ccc(O)c(CN4CCCC4)c3oc2=O)cc1OC
8.6% | COc1cc(-c2noc(CSc3nc(-c4ccc(F)cc4)cc(=O)[nH]3)n2)cc(OC)c1OC
-1.3% | CC(C)NC(=O)C1CCCN(c2ncnc3onc(-c4ccc(F)cc4)c23)C1 (stereo not drawn)
4.8% | COc1ccc(CNCCSc2nnnn2-c2ccccc2)cc1
0.0% | CCc1ccc(CNC(=O)c2cnc3sc(N4CCOCC4)nn3c2=O)cc1
-1.6% | Cc1ccc(CN(C(=O)COc2ccc(Br)cc2)c2ccccn2)o1
1.1% | CCC1CN(C(=O)N2CCC(C(=O)N(C)Cc3ccccc3)CC2)c2ccccc2O1 (stereo not drawn)
13.1% | COc1cc2ccccc2cc1C(=O)N1CCN(c2nc3c(C)cc(C)cc3s2)CC1
-1.3% | CCOc1ccc(CNC(=O)c2cnc3c(C)cccn3c2=O)cc1
0.3% | CC1CCN(c2ccc(-c3nc(-c4ccccc4)no3)cc2[N+](=O)[O-])CC1
0.0% | Cc1cc(C)c(NS(=O)(=O)c2ccc3c(c2)NC(=O)CCS3)c(C)c1
? | CC1Cc2ccccc2N1S(=O)(=O)c1nnc(NC(=O)c2cccc(F)c2)s1 (stereo not drawn)

# Of the compounds above, these contain a furan ring, fused or not:
Epigenetic derep | molecule
-0.1% | COc1ccc(NC(=O)CSc2nncn3c2cc2occc23)c(OC)c1
-1.6% | Cc1ccc(CN(C(=O)COc2ccc(Br)cc2)c2ccccn2)o1

# Molecules shown so far with two or more sulfur atoms:
Epigenetic derep | molecule
-2.4% | CCOc1ccc(S(=O)(=O)Nc2ccc3c(c2)CCCN3S(=O)(=O)c2ccc(C)cc2)cc1
0.0% | Cc1cc(C)c(NS(=O)(=O)c2ccc3c(c2)NC(=O)CCS3)c(C)c1
? | CC1Cc2ccccc2N1S(=O)(=O)c1nnc(NC(=O)c2cccc(F)c2)s1 (stereo not drawn)

# The list continues:
Epigenetic derep | molecule
0.0% | O=C(NCCS(=O)(=O)N1CCN(c2ccccc2)CC1)C(c1ccccc1)c1ccccc1
-0.2% | Cn1c(C(=O)NCCc2ccccc2)cc2cc(S(=O)(=O)N3CCCCC3)ccc21
-4.1% | COc1ccccc1N1CCN(c2ncc3c(n2)CCN(Cc2ccccc2C)C3)CC1
-1.2% | CCN1CCC(N(Cc2ccc(F)cc2)C(=O)Nc2cc(Cl)ccc2C(=O)OC)CC1
0.0% | C=Cc1ccc(Cn2c(=O)cc(C)c3c(C)nn(C)c32)cc1
0.7% | CCOc1ccc(CNC(=O)C2CCCN(c3nnc(C)c4c(C)n(-c5ccccc5)nc34)C2)cc1 (stereo not drawn)
-1.3% | O=C(Nc1c(C(=O)N2CCN(c3ccccc3F)CC2)oc2ccccc12)c1ccccc1F
-4.0% | Cc1cccc(NC(=O)CSc2nc(C3CCCC3)nc3c2c(=O)n(C)c(=O)n3C)c1C
-2.6% | CCOc1ccc(-c2nc(SCC(=O)Nc3cc(F)ccc3F)n3[nH]c(=O)cc3n2)cc1
6.8% | Cc1ccc(/C=C/c2onc(C)c2S(=O)(=O)N2CCC(C(=O)N3CCC(N(C)C(C)C)CC3)CC2)cc1
5.4% | CCOC(=O)c1cc(-c2ccccc2)n(CCC(=O)Nc2ccc(Cl)c(C(F)(F)F)c2)c1C
2.8% | COc1cccc(CNC(=O)Cn2c(=O)ccc3cc(S(=O)(=O)N4CCC(C)CC4)ccc32)c1

# An excerpt from above in order of their number in Epigenetic derep, largest number first.
SMILES	Epigenetic derep
Cc1ccc(/C=C/c2onc(C)c2S(=O)(=O)N2CCC(C(=O)N3CCC(N(C)C(C)C)CC3)CC2)cc1	6.8%
COc1cccc(CNC(=O)Cn2c(=O)ccc3cc(S(=O)(=O)N4CCC(C)CC4)ccc32)c1	2.8%
Cn1c(C(=O)NCCc2ccccc2)cc2cc(S(=O)(=O)N3CCCCC3)ccc21	-0.2%
Cc1cccc(NC(=O)CSc2nc(C3CCCC3)nc3c2c(=O)n(C)c(=O)n3C)c1C	-4.0%

# Continued.
Epigenetic derep | molecule
-3.4% | Cn1c(=O)c2c(c3ccccc31)OC(=O)CC2c1cccc(Cl)c1 (stereo not drawn)
-2.9% | COc1cccc(C(=O)Nc2ccccc2C(=O)OCc2cc(=O)n3nc(C4CC4)sc3n2)c1
4.3% | O=C(Cn1c(=O)oc2cc(S(=O)(=O)NCc3ccccc3)ccc21)Nc1ccc(F)c(Cl)c1
0.0% | COc1ccc(-n2c(SCC(=O)c3ccc(Cl)cc3)nc3c([nH]c4ccccc43)c2=O)cc1
3.9% | CCN(c1cc(C)cc(C)c1)S(=O)(=O)c1nnc(NC(=O)c2ccco2)s1
-4.1% | N#Cc1ccc(NS(=O)(=O)c2ccc(-c3cnc(C4CC4)o3)cc2)cc1
12.4% | CCCCNc1nc2c(S(=O)(=O)c3ccc(Br)cc3)nnn2c2ccsc12
-1.3% | COc1ccc(OC)c(NC(=O)C2CCN(S(=O)(=O)c3ccc4c(c3)CCCC(=O)N4)CC2)c1
0.0% | Cc1nc(C)c(-c2ccc(SCC(=O)Nc3ccccc3F)nn2)s1
-0.4% | COc1ccc(-c2noc(N3CCN(c4cccc(Cl)c4)CC3)n2)cc1OC
0.0% | Cc1ccc(CNC(=O)Cn2ccn(-c3ccc(C)c(C)c3)c(=O)c2=O)cc1
3.4% | COc1cc(NC(=O)C2CCN(S(=O)(=O)c3c(C)noc3/C=C/c3c(C)cc(C)cc3C)CC2)cc(OC)c1
2.3% | Cc1cccc(C)c1NC(=O)c1ccc2c(c1)nnn2C1CCCC1
? | CC(=O)N1c2ccccc2CC1C(=O)N1CCN(c2cc(Cl)ccc2C)CC1 (stereo not drawn)
-0.4% | CC1Cc2cc(S(=O)(=O)CCC(=O)Nc3ccc(F)c(Cl)c3)ccc2N1C(=O)C1CC1 (stereo not drawn)
12.5% | Cc1noc(-c2ccc(N3CCCCC3C)c([N+](=O)[O-])c2)n1 (stereo not drawn)
0.0% | CC(C)NC(=O)c1cnc2sc(N3CCCCCC3)nn2c1=O
2.8% | O=C(C1CCN(S(=O)(=O)Cc2ccccc2)CC1)N1CCN(c2ccccc2)CC1
0.8% | COc1ccc(-c2cn3c(n2)sc2cc(C(=O)NCc4cccs4)ccc23)cc1
-1.2% | CC1CCCCN1CCCNC(=O)CN1C(=O)c2cccnc2Oc2ccccc21 (stereo not drawn)
-2.5% | COc1ccc(Cl)cc1-n1c(/C=C/c2cccc3ccccc23)nc2ccccc2c1=O
4.4% | O=C(Cn1ccc2cc(S(=O)(=O)N3CCCCC3)ccc21)NCCc1ccccc1Cl
4.1% | Cc1ccc(NC(=O)c2oc3ccc(S(=O)(=O)N4CCCCC4)cc3c2C)c(C)c1
0.0% | CCc1nc2ccc(C(=O)N3CCN(c4cc(C)ccc4C)CC3)cc2nc1CC
0.8% | Cc1nc2ccccc2n1CCc1nc2c3ccccc3nc(SCC(=O)Nc3cccc(C(F)(F)F)c3)n2n1
-0.8% | CC(=O)c1ccc(NC(=O)c2sc(-n3nc(C)c(Cc4ccccc4)c3C)nc2C)cc1
-4.2% | Cc1c(Cl)cccc1NC(=O)Nc1nnc(N(C)C2CCCCC2)s1
-1.3% | CCc1nnc2c3ccccc3nc(N3CCN(c4cc(Cl)ccc4C)CC3)n12
-0.5% | COc1ccc(CCC(=O)NCc2ccc3c(c2)CCN3C(=O)c2cccc(C)c2)cc1
-0.8% | COc1ccc(-c2cc3ccc(O)c(CN4CCCC4)c3oc2=O)cc1OC
-0.5% | COc1ccc(-n2cc(-c3ccccc3)nc2SCC(=O)Nc2ccccc2C)cc1
10.5% | O=C(NCc1ccccc1)N1CCc2c(sc3c2CCCC3)C1c1ccccc1 (stereo not drawn)
0.8% | COc1cc(-c2cc3n(C)c(C)c(CCC(=O)NC4CCC(C)CC4)c(=O)n3n2)cc(OC)c1OC (stereo not drawn)
0.0% | O=C(NC1CCCc2ccccc21)c1ccc2c(c1)sc1nc(-c3ccc(F)cc3)cn12 (stereo not drawn)
-0.6% | CCN(CC)c1ccc(NS(=O)(=O)c2cc(-c3cc(C)no3)ccc2C)c(C)c1
0.7% | Cc1cn2c(=O)cc(COC(=O)c3cccc(NC(=O)C(C)Oc4ccccc4)c3)nc2s1 (stereo not drawn)
-1.1% | CCOC(=O)c1cc(-c2ccccc2)n(CC(=O)Nc2ccc(OC)cc2OC)c1C
-3.2% | COc1ccc(OC)c(NC(=O)c2csnn2)c1
9.5% | COC(=O)CN1C(=O)CSc2ccc(S(=O)(=O)Nc3cccc(Cl)c3C)cc21
-1.6% | O=C(CCC1N=C2c3ccccc3N=C(SCc3cccc(F)c3)N2C1=O)NCCc1ccccc1 (stereo not drawn)
0.0% | Cc1ccc(Cl)cc1N1C(=O)N(Cc2ccc(C#N)cc2)c2ccccc2S1(=O)=O
0.0% | Cc1cc(C)c(NC(=O)CSc2nccn2-c2cccc(Cl)c2)c(C)c1
4.9% | CCN(CC)S(=O)(=O)c1cc(-c2onc(C)c2C)ccc1OC
0.0% | Cc1oc2ncnc(N3CCOCC3)c2c1C(=O)NCCc1ccccc1
-1.2% | Cc1ccc(NC(=O)c2cc(S(=O)(=O)NCCC3=CCCCC3)ccc2F)cc1C
3.5% | Cc1ccc(C)c(CN2C(=O)c3ccccc3Sc3ccc(C(=O)NCc4cccs4)cc32)c1
0.0% | CCc1ccccc1NC(=O)c1cc(S(=O)(=O)N2CCC(C)CC2)cn1C
1.1% | CCOC(=O)c1cc(-c2ccccc2)n(CCC(=O)NCCc2ccccc2)c1C
-1.6% | O=C(COc1ccc(F)cc1)Nc1ccc2nc(SCc3ccccc3)sc2c1
-3.0% | COc1cccc(NC(=O)c2cccc3c(=O)c4c([nH]c23)CCCC4)c1
-2.3% | Cc1ccc(NC(=O)CN2CCCN(Cc3ccccc3Cl)S2(=O)=O)c(C)c1
-1.7% | COc1ccc(NC(=O)C(=O)NCCc2csc(-c3ccc(Cl)cc3)n2)cc1OC
? | CCOC(=O)c1ccc2c(c1)N(CC(=O)Nc1ccc(CC)cc1)C(=O)c1ccccc1S2
0.7% | CC(C)c1ccc(NC(=O)CN2C(=O)COc3ccc(S(=O)(=O)N4CCCCC4)cc32)cc1
0.0% | Cc1c(-c2nc(-c3ccc4c(c3)[nH]c(=O)n4C)no2)cccc1[N+](=O)[O-]
-2.2% | COc1cc(C(=O)N2CCC(c3nc4ccccc4o3)CC2)cc(OC)c1OC
0.4% | CCOc1ccc(CNC(=O)c2ccc(NC(=O)N3CCSc4ncccc43)cc2)cc1OC
-2.1% | CCCn1c(=O)c2sccc2n2c(CCCC(=O)Nc3ccc(C)c(F)c3)nnc12
-2.7% | CCC(=O)Nc1ccccc1-c1nc2ccccc2n(CC(=O)c2ccc(Cl)cc2)c1=O
1.9% | CCC1Oc2ccc(C)cc2N(CC(=O)NCCc2ccccc2)C1=O (stereo not drawn)

# Remaining list, next part.
Epigenetic derep | molecule
-0.4% | Cc1c(Cl)cccc1NC(=O)C1CCCN(c2ncnc3onc(C)c23)C1 (stereo not drawn)
6.9% | Cc1cc(C)cc(NC(=O)C(=O)NCC(c2ccc3c(c2)OCO3)N2CCOCC2)c1 (stereo not drawn)
2.1% | Cc1ccc(NC(=O)CSc2cn(CC(=O)N3CCOCC3)c3ccccc23)cc1Cl
0.0% | CCOc1ccc(NC(=O)Cn2ccn(-c3ccc(F)c(F)c3)c(=O)c2=O)cc1
-2.4% | O=C(CSc1nccn1Cc1ccc(F)cc1)NCc1ccc(F)cc1
1.7% | CC1CCc2nc3ncn(CC(=O)Nc4cccc(C#N)c4)c(=O)c3cc2C1 (stereo not drawn)
-0.9% | CCOC(=O)c1cccc(NC(=O)c2cc(C)nc3c2c(C)nn3-c2ccc(C)cc2)c1
-0.7% | Cc1csc2nc(-c3cccc(NC(=O)c4ccccc4F)c3)cn12
1.1% | CCC(C)NC(=O)Cn1c(=O)ccc2cc(S(=O)(=O)N3CCCC3)ccc21 (stereo not drawn)
5.3% | Cc1cccc(OCCSc2nc3ccc(NC(=O)c4cccs4)cc3s2)c1
-1.7% | CCOC(=O)c1cc(S(=O)(=O)Nc2ccccc2OCC)[nH]n1
-3.2% | Cc1ccc(CNc2nc(-c3ccco3)nn2C(=O)c2ccccc2[N+](=O)[O-])cc1
-0.5% | CCOC(=O)c1c(S(=O)(=O)N2CCCC(C(=O)Nc3ccc(C)cn3)C2)c(C)n(C)c1C (stereo not drawn)
